Assay outcomes deposited in PubChem by several laboratories.
Furin inhibitor – inhibitors of human furin; P09958; purified furin, fluorogenic substrate cleavage; inhibition, % at 30 µM; 220,000 tested, 0.061% active; AID 463115; in the data active means inhibition above about 25%; further: inactives centre near -15
p97 inhibitor – human p97 ATPase inhibition. P55072. recombinant p97 ATPase, Kinase-Glo ATP luminescence, 3 h. inhibition, % at 8 µM. 220,000 tested, 0.42% active; in the data active means inhibition above about 15%;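 further: 0% = DMSO vehicle and 100% = wells lacking enzyme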
p47phox inh – blocks human p47phox regulatory protein of NADPH oxidases; P14598; p47phox/p22phox peptide binding, fluorescence polarization, 2 h; inhibition, % at 24.7 µM; 220,000 tested, 0.53% active; AID 1274;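 active means inhibition above about 30%, limit read from the data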;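 further: 0% = p47phox with labelled peptide and 100% = labelled peptide alone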
EBV gp42 inh – inhibitors of Epstein-Barr virus glycoprotein 42. Q1HVG2. 220,000 tested, 0.42% active. inhibition, % (tested at 21.74 µM). Fluorescence polarization binding assay, mP read-out; in the data active means inhibition above about 50%
Target sequence (Q1HVG2 whole entry, looked up): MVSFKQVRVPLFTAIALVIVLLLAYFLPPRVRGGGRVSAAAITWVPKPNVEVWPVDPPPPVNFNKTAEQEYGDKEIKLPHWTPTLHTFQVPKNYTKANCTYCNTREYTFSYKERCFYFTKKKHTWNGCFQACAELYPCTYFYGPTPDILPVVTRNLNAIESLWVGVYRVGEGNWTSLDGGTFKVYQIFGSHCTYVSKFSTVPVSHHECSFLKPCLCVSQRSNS
m-calpain inh – blocks pig calpain II enzyme activity; purified calpain II, fluorogenic peptide substrate, 30 min; AID 1236; inhibition, % at 16 µM; 220,000 tested, 0.37% active;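 active means inhibition above about 50%, limit read from the data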
Tb hexokinase – T. brucei hexokinase 1 inhibition; inhibition, % at 10 µM; recombinant TbHK1, G6PDH-coupled NADH A340; AID 1430; 220,000 tested, 0.11% active;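 active means inhibition of 50% or more in the single-dose primary screen; inactive means inhibition below 50%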
Runt-SMMHC FRET – inhibitors of human RUNX1 Runt domain binding to CBFb-SMMHC; AID 1434; 220,000 tested, 0.74% active; Q01196+Q13951; Cerulean-Runt/Venus-CBFb-SMMHC FRET ratio 530/480, 1 h; inhibition, % at 20 µM;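 active means mean inhibition across duplicate retests at 20 µM reaching about 50%, limit read from the data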;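 further: 0% = DMSO wells and 100% = wells with excess untagged CBFb-SMMHC; inhibitors lower the FRET ratio by blocking Runt binding to CBFb-SMMHC; some results filed as inactive read as strong as hits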
Target sequence (Q01196 whole entry, looked up, the tested form may be a part): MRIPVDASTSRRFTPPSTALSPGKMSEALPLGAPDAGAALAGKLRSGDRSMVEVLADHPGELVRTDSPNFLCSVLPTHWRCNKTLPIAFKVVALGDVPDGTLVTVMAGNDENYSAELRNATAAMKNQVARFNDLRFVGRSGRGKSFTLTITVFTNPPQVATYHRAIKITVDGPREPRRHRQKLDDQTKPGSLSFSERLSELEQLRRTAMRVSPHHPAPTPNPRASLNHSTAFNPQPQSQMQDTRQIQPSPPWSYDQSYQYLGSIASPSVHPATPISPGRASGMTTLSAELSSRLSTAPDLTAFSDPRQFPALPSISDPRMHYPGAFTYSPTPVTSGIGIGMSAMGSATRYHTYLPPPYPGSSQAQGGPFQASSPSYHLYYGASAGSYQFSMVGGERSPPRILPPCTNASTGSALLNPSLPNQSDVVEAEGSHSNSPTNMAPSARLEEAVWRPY
Target sequence (Q13951 whole entry, looked up, the tested form may be a part): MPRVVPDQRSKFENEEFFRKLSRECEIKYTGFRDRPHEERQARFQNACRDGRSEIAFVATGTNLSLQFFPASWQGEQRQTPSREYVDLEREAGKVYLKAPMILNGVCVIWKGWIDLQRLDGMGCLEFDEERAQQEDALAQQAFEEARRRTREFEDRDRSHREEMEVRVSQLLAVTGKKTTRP
RBBP9 inh – human RBBP9 hydrolase inhibition. recombinant RBBP9, FP-Rh probe fluorescence polarization. 220,000 tested, 0.2% active. O75884. inhibition, % at 7.94 µM. AID 1515;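 active means inhibition above the campaign mean of all tested compounds plus 3 SD, cut at about 14% in these data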;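 further: plate controls were DMSO wells with RBBP9 for no effect and wells lacking RBBP9 protein for full effect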
Target sequence (O75884 whole entry, looked up): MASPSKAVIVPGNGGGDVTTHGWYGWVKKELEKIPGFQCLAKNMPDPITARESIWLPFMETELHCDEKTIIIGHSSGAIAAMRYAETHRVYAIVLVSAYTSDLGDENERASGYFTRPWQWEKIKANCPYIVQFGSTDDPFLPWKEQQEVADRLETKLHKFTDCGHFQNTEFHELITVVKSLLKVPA
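system = RBBP9 protein | input = RBBP9 at 2.5 µM in dispensed solution, before mixing | measured by = fluorescence polarization (mP), excitation 525 nm, emission 598 nm | incubation = enzyme-compound preincubation 30 min, then probe labeling 45 min, 25 °C | buffer or medium = Tris-NaCl-Pluronic buffer, pH 8.0 | compound = single dose 7.94 µM | also added = FP-Rh probe, 375 nM dispensing solution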
Runt-CBFb FRET – Runt domain-CBFb interaction inhibition; AID 1496; inhibition, % at 20 µM; 220,000 tested, 0.46% active; Cerulean-Runt/Venus-CBFb FRET ratio 530/480, 1 h;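 active means inhibition over about 50% at 20 µM in the single-dose screen, limit read from the data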;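 further: 0% = DMSO wells and 100% = excess unlabeled CBFb competitor control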
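test system = Cerulean-tagged RUNX1 Runt domain (FRET donor) fusion protein | reagent = Venus-CBFb binding partner, 100 nM | incubation = protein complex preformed 1 h, compound exposure 1 h, room temperature, dark | detection = FRET fluorescence | read-out basis = loss of energy transfer signal | controls = 5 µM unlabeled CBFb as full-inhibition high control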
The depositor's hits bear a star; i = inactive; . = not tested or not shown; [ ] = remark or other dose.

Start of the listing, in advance (13 entries):
SMILES | Furin inhibitor | p97 inhibitor | p47phox inh | EBV gp42 inh | m-calpain inh | Tb hexokinase | Runt-SMMHC FRET | RBBP9 inh | Runt-CBFb FRET
Nc1nonc1C(=O)NCCN=Cc1ccccc1O | -29[20 µM] | 2 | -13 | -9 | 24 | 6 | -5 | 0 | -2
CCOC(=O)C1CCCN(Cc2cc(=O)oc3cc(C)c(C)cc23)C1 (centres undefined) | -11 | -5 | -8 | -17 | 2 | -12 | 2 | 0 | -1
C=CCOc1ccc2c(OC)c3ccoc3nc2c1OC | -23[20 µM] | -2 | -5 | -23 | i | -21 | 3 | 4 | 1
COc1cnc(-c2ccccc2)nc1Oc1cccc(C)c1 | -11[20 µM] | 0 | 1 | -14 | -21 | -5 | 1 | -8 | -4
COc1cccc2cc(-c3ccccc3)c(=O)oc12 | -18 | 2 | -12 | 2 | -3 | -8 | -2 | -5 | -1
CCCCN(CC)S(=O)(=O)c1c(C)[nH]c(=O)[nH]c1=O | -8 | 4 | -6 | 1 | -5 | 2 | 1 | -6 | 2
O=C(N/N=C/c1cccnc1)NC12CC3CC(CC(C3)C1)C2 | -7 | 0 | 5 | -11 | 21 | -10 | -2 | 5 | 0
CCCCc1cc(=O)oc2c(CN(C)C)c(O)ccc12 | -24[20 µM] | 7 | -12 | -15 | i | -28 | 107* | -6 | 48
COc1cccc(OC)c1OCC(O)CN1CCN(c2ccccc2)CC1 (centres undefined) | 4 | -10 | -15 | -21 | 8 | 8 | 0 | -11 | -2
O=c1[nH]cnc(O)c1C(c1ccc2c(c1)OCO2)c1c(O)nc[nH]c1=O | -17 | 5 | -6 | -9 | -34 | 1 | 1 | -7 | -1
COC(=O)/C=C(\C)NC(=O)c1cccs1 | -24 | 2 | -7 | -14 | -15 | -4 | 3 | -8 | 0
Cn1c(/C=C/c2cccc([N+](=O)[O-])c2)nc2ccccc2c1=O | -11 | -2 | 0 | -7 | -17 | -6 | . | -1 | .
COc1cc(NC(=S)NCc2ccc(S(N)(=O)=O)cc2)cc(OC)c1 | -16 | 1 | -9 | -10 | -13 | -2 | 2 | 1 | 18

This part in full, previewed entries included:
SMILES | Furin inhibitor | p97 inhibitor | p47phox inh | EBV gp42 inh | m-calpain inh | Tb hexokinase | Runt-SMMHC FRET | RBBP9 inh | Runt-CBFb FRET
Nc1nonc1C(=O)NCCN=Cc1ccccc1O | -29[20 µM] | 2 | -13 | -9 | 24 | 6 | -5 | 0 | -2
CCOC(=O)C1CCCN(Cc2cc(=O)oc3cc(C)c(C)cc23)C1 (centres undefined) | -11 | -5 | -8 | -17 | 2 | -12 | 2 | 0 | -1
C=CCOc1ccc2c(OC)c3ccoc3nc2c1OC | -23[20 µM] | -2 | -5 | -23 | i | -21 | 3 | 4 | 1
COc1cnc(-c2ccccc2)nc1Oc1cccc(C)c1 | -11[20 µM] | 0 | 1 | -14 | -21 | -5 | 1 | -8 | -4
COc1cccc2cc(-c3ccccc3)c(=O)oc12 | -18 | 2 | -12 | 2 | -3 | -8 | -2 | -5 | -1
CCCCN(CC)S(=O)(=O)c1c(C)[nH]c(=O)[nH]c1=O | -8 | 4 | -6 | 1 | -5 | 2 | 1 | -6 | 2
O=C(N/N=C/c1cccnc1)NC12CC3CC(CC(C3)C1)C2 | -7 | 0 | 5 | -11 | 21 | -10 | -2 | 5 | 0
CCCCc1cc(=O)oc2c(CN(C)C)c(O)ccc12 | -24[20 µM] | 7 | -12 | -15 | i | -28 | 107* | -6 | 48
COc1cccc(OC)c1OCC(O)CN1CCN(c2ccccc2)CC1 (centres undefined) | 4 | -10 | -15 | -21 | 8 | 8 | 0 | -11 | -2
O=c1[nH]cnc(O)c1C(c1ccc2c(c1)OCO2)c1c(O)nc[nH]c1=O | -17 | 5 | -6 | -9 | -34 | 1 | 1 | -7 | -1
COC(=O)/C=C(\C)NC(=O)c1cccs1 | -24 | 2 | -7 | -14 | -15 | -4 | 3 | -8 | 0
Cn1c(/C=C/c2cccc([N+](=O)[O-])c2)nc2ccccc2c1=O | -11 | -2 | 0 | -7 | -17 | -6 | . | -1 | .
COc1cc(NC(=S)NCc2ccc(S(N)(=O)=O)cc2)cc(OC)c1 | -16 | 1 | -9 | -10 | -13 | -2 | 2 | 1 | 18
CC(=O)n1c2c(c3ccccc31)OC(N)=C(C#N)C2c1ccc(C(C)C)cc1 (centres undefined) | -15[20 µM] | 1 | -46 | -17 | -1 | -4 | -7 | 6 | -7
COc1ccc([N+](=O)[O-])cc1Nc1ncnc2ccccc12 | -9 | 4 | -8 | -14 | -2 | -6 | -1 | 1 | -1
O=C(C1CCCO1)N1CCN(Cc2nc3ccccc3c(=O)[nH]2)CC1 (centres undefined) | -14[20 µM] | -4 | -7 | -2 | 7 | 2 | -6 | -2 | -1
c1ccc(-c2cn3c(n2)SCC3)cc1 | -6[20 µM] | 3 | -1 | -1 | -8 | -1 | -5 | -1 | 0
NS(=O)(=O)c1ccc(NC(=S)Nc2ccc(OCc3ccccc3)cc2)cc1 | -17 | -1 | -16 | -5 | -27 | -3 | -1 | -8 | 2
CC(=O)NCCn1c(SCC(=O)NCCC(C)C)nc2ccccc2c1=O | -12[20 µM] | 3 | -1 | -10 | -2 | 0 | -3 | -6 | 0
COC(=O)c1ccc(CN2C(=O)c3ccccc3S2(=O)=O)cc1 | -13 | 2 | -7 | -29 | -4 | 3 | 1 | -3 | -1
O=C(CCNC(=O)c1ccccc1Cl)Nc1nc2ccccc2s1 | -31 | 5 | -8 | -13 | -13 | 2 | 4 | -7 | -2
COc1ccc(-c2noc(C3CCCN(S(=O)(=O)c4ccc(C)c(Cl)c4)C3)n2)cc1OC (centres undefined) | -5 | 1 | -7 | 4 | -53 | -11 | -3 | -2 | -4
CCCc1cc(C(=O)Nc2cnn(Cc3ccc(F)cc3)c2)no1 | -15 | 0 | -6 | -6 | -5 | -5 | 1 | -3 | -1
COC(=O)c1ccc(Oc2cc(C)nc(NCc3ccccc3)n2)cc1 | -25 | 2 | -12 | -7 | -10 | -5 | 0 | 1 | -4
Cc1c(CCCN)c2ccccc2n1Cc1ccccc1 | -26 | 4 | -10 | -6 | -40 | 11 | . | -3 | .
CCOc1ccc(OCC)c(NC(=O)CN2CCN(c3cccc(C)c3)C(C)C2)c1 (centres undefined) | -8[20 µM] | 1 | 1 | -3 | -1 | 1 | -1 | -5 | -2
Cc1cc(/C=N\O)c(C)n1-c1ccncc1 | -10[20 µM] | 6 | . | . | . | -9 | 0 | 4 | 1
OCCNCC(O)Cn1c2ccccc2c2ccccc21 (centres undefined) | -20 | 7 | 5 | -17 | 26 | -9 | -3 | -2 | -2
CCCc1nnc(SCC(=O)N2CCOCC2)n1CCCOC | -19 | 4 | -15 | -20 | -36 | 28 | -3 | -6 | -1
CCCn1c(SCCC(=O)O)nc2ccccc21 | -33 | 2 | -4 | -3 | 7 | -2 | -4 | -4 | -2

Among those listed so far, these contain two or more sulfur atoms:
SMILES | Furin inhibitor | p97 inhibitor | p47phox inh | EBV gp42 inh | m-calpain inh | Tb hexokinase | Runt-SMMHC FRET | RBBP9 inh | Runt-CBFb FRET
COc1cc(NC(=S)NCc2ccc(S(N)(=O)=O)cc2)cc(OC)c1 | -16 | 1 | -9 | -10 | -13 | -2 | 2 | 1 | 18
NS(=O)(=O)c1ccc(NC(=S)Nc2ccc(OCc3ccccc3)cc2)cc1 | -17 | -1 | -16 | -5 | -27 | -3 | -1 | -8 | 2

(next part)
SMILES | Furin inhibitor | p97 inhibitor | p47phox inh | EBV gp42 inh | m-calpain inh | Tb hexokinase | Runt-SMMHC FRET | RBBP9 inh | Runt-CBFb FRET
CCc1ccc(N2CC(C(=O)Nc3nccs3)CC2=O)cc1 (centres undefined) | -26 | 4 | -4 | -2 | -9 | 5 | -4 | 0 | -2
Cc1cc(C)n(-c2nc3c(c(=O)[nH]c(=O)n3C)n2CC(O)COc2ccccc2)n1 (centres undefined) | -16 | 2 | -9 | 10 | -12 | 2 | 6 | -9 | -1
N=c1c2c(-c3ccccc3)c(-c3ccccc3)oc2ncn1CCN1CCOCC1 | -26 | -4 | -13 | -8 | -47 | -19 | -3 | 3 | 0
Cc1cccc(NC(=O)c2onc3c2CCCC3)n1 | -13 | -15 | 0 | -15 | 3 | -5 | 51 | -4 | 0
CN(C)c1ccc2c3c(ccc(N(C)C)c13)C(=O)OC2 | -15 | 9 | 4 | -1 | 12 | -15 | -18 | 4 | -4
CCOC(=O)c1ccc(NC(=O)C(CC)(CC)C(=O)OCC)cc1 | -30 | -1 | 5 | -15 | -17 | 2 | 4 | 2 | 0
CCc1ccccc1NC(=S)N(Cc1ccc(C(=O)O)cc1)Cc1ccc(OC)c(OC)c1 | -19 | 3 | 3 | -5 | 4 | 5 | -5 | -6 | 0
O=C(Nc1ccc(Cc2ccncc2)cc1)C1CCC(N2C(=O)C3CCCCC3C2=O)CC1 (centres undefined) | -13 | 4 | -3 | -5 | 1 | -4 | 0 | -2 | -3
COc1cc(CN(C)CCc2ccccn2)cc(OC)c1OC | -23 | 8 | 1 | 18 | 13 | 4 | 1 | 3 | -1
COc1ccc(CC(=O)N2CCC(c3ccccc3)C2)cc1 (centres undefined) | -23 | 0 | -8 | 8 | 5 | 2 | 0 | -1 | 0
Cc1ccc(-c2csc3nnc(SCC(=O)NCc4ccco4)n23)cc1 | -8[20 µM] | -1 | -10 | -12 | -1 | -1 | 1 | -8 | -1
COC(=O)c1[nH]c2cc(OC)ccc2c1NC(=O)CN1CCN(c2cccc(C)c2)C(C)C1 (centres undefined) | -24 | -2 | -12 | -9 | -34 | -20 | -2 | -6 | -1
COc1ccc(CN2C(=O)C(O)(CC(=O)c3c(C)n[nH]c3C)c3ccccc32)cc1OC (centres undefined) | -9[20 µM] | -5 | -5 | -18 | -12 | -2 | 1 | -4 | 2
C=CCn1c(=O)c2ccccc2n2c(SCC(=O)NCCc3ccccc3)nnc12 | -14 | -3 | 0 | -2 | 5 | 0 | -2 | -4 | 0
Cc1ccc2nc(Nc3nc(-c4ccccc4)cc(=O)[nH]3)nc(C)c2c1 | -22[20 µM] | -1 | 7 | -1 | -5 | -10 | -5 | -6 | -8
COC(=O)C1=C(C)N(c2cc(Cl)cc(Cl)c2)C(=O)C1 | -14 | 6 | -5 | -10 | 9 | 8 | -1 | -1 | -3
O=C(NCc1cn2ccccc2n1)c1ccccc1 | -19 | 5 | 5 | -8 | -7 | -2 | -2 | 4 | -1
O=C1CCC([N+](=O)[O-])C(c2ccc(Br)cc2)N1 (centres undefined) | -22 | 0 | -3 | 12 | -13 | -4 | 0 | -2 | -2
Cc1ccc(-c2cc(NC(=O)CCl)n(-c3ccccc3)n2)cc1 | -10[20 µM] | 24* | -22 | 3 | -9 | -3 | 0 | -6 | -2
CC/C(=N\N=C1\SC(C)C(=O)N1Cc1ccco1)c1ccccc1 (centres undefined) | -10 | 2 | 0 | -9 | 14 | -3 | -4 | -1 | -2
O=C(O)c1ccc2nc(C(F)(F)F)[nH]c2c1 | -16 | -1 | -17 | -5 | 6 | -4 | -4 | -8 | 1
OC(CNCCc1ccccc1)c1ccccc1 (centres undefined) | -33[20 µM] | 3 | -20 | -8 | 19 | 1 | -3 | -4 | 0
